H37Rv inhibition: M. tuberculosis growth inhibition, HTS (AID 449762) | M. tuberculosis H37Rv growth inhibition, 7H9 media; higher % means a stronger effect | inhibition, % at 25 µM, or IC50 in µM where a hit was titrated | actives 0.59% (n = 330,000); in the data active = a potency from the dose series; inconclusive = inhibition above about 70% without an active follow-up result;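 note: bacterial growth assessed after seven days of incubation; strong numbers were not always called active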
M. tuberculosis: growth inhibition of non-replicating M. tuberculosis (AID 488890) | actives 0.39% (n = 320,000) | Mycobacterium tuberculosis non-replicating, growth inhibition; higher % means a stronger effect | one-dose inhibition, % at 25 µM; IC50 in µM for titrated hits; in the data active = a potency from the dose series; inconclusive = inhibition mostly from about 82% at the one dose, without a potency; inactive = the rest, 99 in 100 with inhibition below about 76%;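 note: plate controls were DMSO cells for no effect and high antibiotic wells for full effect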
VEEV TC-83 Vero: inhibitors of VEEV TC-83 cytopathic effect, confirmation, Vero cells (AID 588727); inhibition, % at 20 µM; hits with a dose series show IC50 in µM; Vero cells, VEEV TC-83 cytopathic effect inhibition; higher % means a stronger effect; actives 0.13% (n = 350,000); in the data active = a potency from the dose series; inconclusive = inhibition mostly from about 14% at the one dose, without a potency; inactive = the rest, 99 in 100 with inhibition below about 12%; note: strong numbers were not always called active
H1N1 NS1A inhibition: H1N1 influenza NS1A inhibitors, functional cell based assay (AID 504329); inhibition, % at 12.5 µM, or IC50 in µM where a hit was titrated; NS1A functional cell-based assay, percent inhibition; higher % means a stronger effect; actives 0.3% (n = 340,000); in the data active = a potency from the dose series; inconclusive = inhibition above about 27% without an active follow-up result; note: strong numbers were not always called active
PhoP GFP inhibition: PhoP regulon inhibitors, Salmonella typhi PhoP promoter GFP reporter, confirmatory (AID 1850); Salmonella Typhi PhoP-promoter GFP reporter, fluorescence, 4 h; higher % means a stronger effect; inhibition, % at 50 µM; hits with a dose series show IC50 in µM; actives 0.33% (n = 310,000); in the data active = a potency from the dose series; inconclusive = inhibition mostly from about 25% at the one dose, without a potency; inactive = the rest, 99 in 100 with inhibition below about 19%;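 note: 0% = induced wells with vehicle and 100% = uninduced wells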
Starred values were filed as active, the others as inactive; i = inactive; ? = inconclusive; . = not tested or not shown. Compounds were not picked by outcome; overall some 1.6% were active at least once.

(1) O=C1CCCc2ccccc2N1Cc1ccc(F)cc1
(2) COc1ccc(C2(c3ccc(OC)cc3)NC(=O)N(CC(=O)Nc3ccc(C(N)=O)cc3)C2=O)cc1
(3) CC1(OC(=O)CCc2ccccc2)C(=O)C=C2C=C(c3ccc(C#N)cc3)N(CCN3CCOCC3)C=C2C1=O (stereo not drawn)
(4) COC(=O)c1c(-c2ccc(OC)cc2)oc2ccc(-c3cc(OC)c(OC)c(OC)c3)cc12
(5) N#Cc1cccc(Oc2ccc(S(=O)(=O)N3CCCC3)cn2)c1
(6) NCCCCc1ccc2ccc3cccc4ccc1c2c34
(7) CCN1CCN(c2c(Cl)cccc2NC(=O)c2ccc(Br)o2)CC1
(8) CCOCCCn1c(=N)c(C(=O)NCc2ccc3c(c2)OCO3)cc2c(=O)n3cccc(C)c3nc21
(9) COc1ccc(C2=NO[C@@](CC(=O)O)(C(=O)Nc3ccc4c(c3)OCCO4)C2)cc1
(10) O=C(O)c1ccc(Nc2nc(-c3cccnc3)cs2)cc1

screen / no.,1,2,3,4,5,6,7,8,9,10
PhoP GFP inhibition,-2.7%,1.0%,-2.6%,-4.5%,.,.,-0.9%,14.1%,-16.7%,0.0%
H37Rv inhibition,1.0%,-7.7%,-3.8%,32.5%,.,.,6.4%,68.2%,-5.1%,-4.9%
H1N1 NS1A inhibition,-4.1%,9.3%,-7.7%,14.8%,4.2%,-8.5%,9.0%,8.3%,-8.1%,0.5%
M. tuberculosis,5.2%,22.6%,12.7%,10.2%,.,.,-5.1%,58.6%,-3.5%,7.5%
VEEV TC-83 Vero,0.9%,0.7%,2.8%,0.8%,1.0%,21.9%,7.8%,1.3%,0.5%,0.1%

(11) CCCc1cc(=O)oc2cc(OCC(=O)N3CCN(Cc4ccc5c(c4)OCO5)CC3)ccc12
(12) COc1cccc(CN2CCNC(=O)C2CC(=O)N(C)Cc2cnccn2)c1OC (stereo not drawn)
(13) C=CCNC(=S)Nc1ccc(F)cc1F
(14) CCS(=O)(=O)N1CCN(C(=O)c2cccc3ccccc23)CC1
(15) O=C(CSc1nnc(-c2cccs2)n1-c1ccccc1)N1CCOCC1
(16) O=[N+]([O-])c1cnc2ccc3ccccc3c2c1
(17) Nn1c(SCC(=O)Nc2ccc(N3CCOCC3)cc2)nnc1-c1cccc(F)c1
(18) O=C1/C(=C/c2coc3ccc(O)cc3c2=O)SC(=S)N1c1ccccc1
(19) CCC1CCCCN1C(=O)CSc1nc2c(c(=O)n(C)c(=O)n2C)n1C (stereo not drawn)
(20) CCOC(=O)c1cc2c(C(F)(F)F)cc(-c3ccccc3)nc2o1

screen / no.,11,12,13,14,15,16,17,18,19,20
PhoP GFP inhibition,1.6%,11.2%,-0.4%,7.9%,-2.4%,6.3%,.,4.0%,4.9%,5.9%
H37Rv inhibition,0.4%,-3.5%,-1.7%,5.5%,-3.3%,?,-1.1%,7.4%,-6.1%,7.4%
H1N1 NS1A inhibition,6.1%,2.2%,-1.8%,1.4%,-0.6%,7.5%,-3.0%,4.4%,-1.9%,-0.1%
M. tuberculosis,9.2%,-7.6%,47.7%,-15.0%,-9.2%,?,-1.3%,3.8%,-4.4%,5.3%
VEEV TC-83 Vero,i,1.0%,i,0.3%,6.1%,4.6%,0.5%,1.6%,3.2%,1.1%

(21) CN(C)c1ccc(/C=C2\SC(=S)N(Nc3ncc(C(F)(F)F)cc3Cl)C2=O)cc1
(22) CC1CCN(C(=O)c2ccc(-c3ccccc3Cl)o2)CC1
(23) Cc1noc(C)c1Cc1c(Cl)cccc1Cl
(24) Cc1cccc(NC(=S)NCc2ccc3c(c2)OCO3)c1
(25) O=C(CCC1CCCC1)NCCCN1CCOCC1
(26) O=C(O)CN1C(=O)NC2NC(=O)NC21 (stereo not drawn)
(27) Cc1nc(C)c(-c2nnc(-c3ccc(C(C)(C)C)cc3)o2)cc1C(=O)NN
(28) Cc1cc(C)cc(OCC(=O)OC(C)C(=O)Nc2c(C)n(C)n(-c3ccccc3)c2=O)c1 (stereo not drawn)
(29) Cc1ccc(-n2cc(CN(C)CCc3cn[nH]c3)c(-c3cccc(C)c3)n2)cc1
(30) CN(C(=S)NC(=O)c1ccc(Cl)cc1)C1CCCCC1

screen / no.,21,22,23,24,25,26,27,28,29,30
PhoP GFP inhibition,-17.1%,15.6%,-1.3%,-7.4%,-3.9%,-6.8%,-2.8%,-3.2%,-8.5%,-8.9%
H37Rv inhibition,6.1%,17.9µM*,0.0%,7.8%,-8.0%,-5.4%,2.0%,2.9%,19.1%,3.1µM*
H1N1 NS1A inhibition,4.7%,-3.7%,2.1%,-10.6%,-6.5%,-4.1%,0.8%,-14.0%,-10.0%,-11.4%
M. tuberculosis,8.8%,5.32µM*,0.0%,?,9.1%,-4.9%,13.5%,-7.0%,11.4%,?
VEEV TC-83 Vero,i,6.6%,6.0%,1.0%,0.3%,0.9%,2.1%,1.9%,?,1.0%

(31) Cc1ccc(N(CC(=O)N/N=C/c2cc(C)n(-c3ccccc3C)c2C)S(C)(=O)=O)cc1
(32) CCN(c1ccccc1)S(=O)(=O)c1ccc(OC)c(OC)c1
(33) CN1CCN(C(=S)NC(=O)c2cccc([N+](=O)[O-])c2)CC1
(34) O=C1C2CC=CCC2C(=O)N1c1ccc(OCC(O)Cn2nnc3ccccc32)cc1 (stereo not drawn)
(35) CCN(CC(=O)NCc1ccc(F)cc1)C(=O)CN1CCN(c2ccc(OC)cc2)CC1
(36) COc1ccc(-n2c(SCC(=O)N3CCOCC3)nnc2C(C)N2CCCCC2)cc1 (stereo not drawn)
(37) O=C(O)CCSc1nc2ccc(Br)cc2[nH]1
(38) CC(=O)Nc1ccc2nc(C)n(Cc3ccc(Cl)cc3)c(=O)c2c1
(39) O=C(NCc1ccco1)c1ccc2c(c1)C(=O)N(Cc1ccccc1)C2=O
(40) CC(O)c1ccc(OCCN(C)c2ccccn2)cc1 (stereo not drawn)

screen / no.,31,32,33,34,35,36,37,38,39,40
PhoP GFP inhibition,-6.0%,-8.1%,-10.8%,-3.0%,-12.4%,0.2%,3.2%,-4.3%,-22.5%,-14.6%
H37Rv inhibition,1.4%,-6.8%,1.4%,11.7%,-11.7%,4.5%,3.3%,4.9%,-0.9%,-1.4%
H1N1 NS1A inhibition,5.8%,0.7%,-5.9%,-1.9%,-25.5%,.,7.4%,7.9%,-0.3%,-9.2%
M. tuberculosis,42.2%,-14.8%,27.2%,7.2%,2.7%,-11.1%,-2.7%,16.6%,-1.7%,14.9%
VEEV TC-83 Vero,0.5%,i,0.2%,2.7%,i,.,0.6%,0.5%,0.3%,i

An excerpt of these results, as tab-separated lines:
entry	Molecule	PhoP GFP inhibition	H37Rv inhibition	H1N1 NS1A inhibition	M. tuberculosis	VEEV TC-83 Vero
33	CN1CCN(C(=S)NC(=O)c2cccc([N+](=O)[O-])c2)CC1	-10.8%	1.4%	-5.9%	27.2%	0.2%
34	O=C1C2CC=CCC2C(=O)N1c1ccc(OCC(O)Cn2nnc3ccccc32)cc1 (stereo not drawn)	-3.0%	11.7%	-1.9%	7.2%	2.7%
35	CCN(CC(=O)NCc1ccc(F)cc1)C(=O)CN1CCN(c2ccc(OC)cc2)CC1	-12.4%	-11.7%	-25.5%	2.7%	i

Single values from the list.
In VEEV TC-83 Vero, Cc1ccc(N(CC(=O)N/N=C/c2cc(C)n(-c3ccccc3C)c2C)S(C)(=O)=O)cc1 has the entry 0.5%
In M. tuberculosis, COc1ccc(-n2c(SCC(=O)N3CCOCC3)nnc2C(C)N2CCCCC2)cc1 (stereo not drawn) has the entry -11.1%
In PhoP GFP inhibition, CC(O)c1ccc(OCCN(C)c2ccccn2)cc1 (stereo not drawn) has the entry -14.6%
In H1N1 NS1A inhibition, CCN(CC(=O)NCc1ccc(F)cc1)C(=O)CN1CCN(c2ccc(OC)cc2)CC1 has the entry -25.5%

(continued)
(41) Cc1nc(C(F)(F)F)c(C(=O)NC(=O)Nc2ccccc2)s1
(42) Cc1ccc(/C=N/NC(=O)CSc2nc3ccccc3n2Cc2ccccc2)o1
(43) CC/C(=N\NC(=O)OC)c1ccc(OC(F)F)cc1
(44) O=C(COC(=O)CCC(=O)c1cccs1)NC1CCCCC1

screen / no.,41,42,43,44
PhoP GFP inhibition,1.9%,-6.4%,-3.8%,.
H37Rv inhibition,-9.9%,1.6%,-13.3%,-3.4%
H1N1 NS1A inhibition,-2.5%,-3.6%,0.9%,1.2%
M. tuberculosis,11.4%,11.8%,1.3%,28.4%
VEEV TC-83 Vero,0.1%,2.6%,0.5%,i
